# PAFAH1B3 inh: blocks human PAF acetylhydrolase 1B catalytic subunit 3. 340,000 compounds, 0.28% hits. inhibition, % at 3.39 µM. recombinant PAFAH1B3, FP-rhodamine probe, fluorescence polarization;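 active = inhibition above the screen-wide average of all tested compounds plus 3 SD, cut at about 25% in these data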;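 also: 0% = enzyme with DMSO only and 100% = wells lacking PAFAH1B3 protein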
# Target sequence (Q15102 whole entry, looked up): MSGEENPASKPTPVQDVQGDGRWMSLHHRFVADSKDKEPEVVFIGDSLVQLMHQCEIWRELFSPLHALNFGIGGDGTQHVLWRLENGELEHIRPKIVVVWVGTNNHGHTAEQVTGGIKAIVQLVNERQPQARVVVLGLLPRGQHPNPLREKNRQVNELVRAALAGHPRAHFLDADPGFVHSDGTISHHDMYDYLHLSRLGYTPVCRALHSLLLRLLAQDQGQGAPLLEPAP
# ZTA DNA inh: counter-screen for EBNA-1 inhibitors: inhibitors of Epstein-Barr virus ZTA | P03206 | ZTA-DNA binding, fluorescence polarization | inhibition, % at 11 µM | 320,000 compounds, 0.15% hits | AID 2234; in the data active = inhibition above about 33%
# PAFAH1B2 inh: inhibitors of human PAFAH1B2; inhibition, % at 3.39 µM; 340,000 compounds, 1.2% hits; AID 492953; P68402; recombinant PAFAH1B2, FP-rhodamine activity probe, fluorescence polarization;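 active = inhibition above the mean of all tested compounds plus 3 SD, cut at about 24% in these data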;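 also: 0% = enzyme with DMSO and 100% = wells lacking PAFAH1B2; many of its hits are not listed in these tables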
# EBNA-1 inh: blocks EBNA-1 binding to DNA; AID 1950; inhibition, % at 14.8 µM; 300,000 compounds, 0.34% hits; EBNA-1 DNA binding, fluorescence polarization; in the data active = inhibition above about 28%
# PAFAH2 FP inh: PAFAH2 (human) inhibition. inhibition, % at 3.39 µM. 340,000 compounds, 0.99% hits. recombinant PAFAH2, FP-rhodamine activity probe, fluorescence polarization. Q99487. AID 492956;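 active = inhibition above the mean over all tested compounds plus 3 SD, cut at about 30% in these data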;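 also: inhibitors block probe labeling of enzyme so polarization drops; 0% = enzyme with DMSO and 100% = wells lacking PAFAH2 protein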
# PREPL inhibitor: inhibitors of human prolyl oligopeptidase-like enzyme PREPL; recombinant PREPL, fluorescence polarization activity-based probe; Q4J6C6; 320,000 compounds, 0.68% hits; inhibition, % at 5.96 µM; in the data active = inhibition above about 43%;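 also: 0% = enzyme with DMSO and 100% = wells lacking enzyme; many of its hits are not listed in these tables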
# Target sequence (Q4J6C6 whole entry, looked up): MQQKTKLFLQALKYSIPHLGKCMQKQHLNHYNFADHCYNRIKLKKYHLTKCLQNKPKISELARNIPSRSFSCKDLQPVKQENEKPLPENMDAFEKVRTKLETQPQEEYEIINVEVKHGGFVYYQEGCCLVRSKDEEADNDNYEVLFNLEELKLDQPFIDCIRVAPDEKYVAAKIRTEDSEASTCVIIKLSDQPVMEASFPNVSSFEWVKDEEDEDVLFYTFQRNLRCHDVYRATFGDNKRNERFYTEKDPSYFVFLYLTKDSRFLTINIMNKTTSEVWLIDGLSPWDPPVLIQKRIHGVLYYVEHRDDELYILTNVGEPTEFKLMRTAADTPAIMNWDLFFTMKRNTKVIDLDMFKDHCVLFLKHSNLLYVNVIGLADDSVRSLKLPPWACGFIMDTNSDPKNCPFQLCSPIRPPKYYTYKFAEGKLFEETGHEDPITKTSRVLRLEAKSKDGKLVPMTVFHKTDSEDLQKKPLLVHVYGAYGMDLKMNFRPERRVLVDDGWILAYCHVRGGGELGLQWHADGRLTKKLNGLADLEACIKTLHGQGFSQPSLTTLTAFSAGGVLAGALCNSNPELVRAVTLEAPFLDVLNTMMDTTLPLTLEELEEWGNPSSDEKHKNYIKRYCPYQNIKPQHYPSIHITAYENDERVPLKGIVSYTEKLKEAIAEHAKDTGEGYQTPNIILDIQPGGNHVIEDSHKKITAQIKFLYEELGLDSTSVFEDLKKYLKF
# LYPLA1 inh: LYPLA1 (human) inhibition in PME1 counter-screen; 320,000 compounds, 0.16% hits; recombinant LYPLA1, FP-Rh probe fluorescence polarization; inhibition, % at 5.9 µM;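 active = inhibition above the mean of all tested compounds plus 3 SD, set per campaign, cut at about 14% in these data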;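 also: inhibitors block serine hydrolase probe labeling of LYPLA1 so polarization falls; 0% = enzyme with DMSO and 100% = wells lacking LYPLA1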
# LYPLA2 counter: blocks human lysophospholipase 2, a PME1 counter-screen. O95372. recombinant LYPLA2, FP-Rh probe fluorescence polarization. inhibition, % at 5.9 µM. 320,000 compounds, 0.38% hits;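 active = inhibition above the screen-wide mean plus 3 SD, limit set per campaign, cut at about 26% in these data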;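 also: 0% = LYPLA2 with DMSO and 100% = wells lacking LYPLA2 enzyme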
# pPAFAH inh: pPAFAH (human) enzyme inhibition. Q13093. recombinant pPAFAH, FP-rhodamine probe fluorescence polarization. 330,000 compounds, 1.5% hits. inhibition, % at 3.39 µM;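 active = inhibition above the mean inhibition across the screen plus 3 SD, cut at about 25% in these data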;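 also: inhibitors block binding of the rhodamine activity-based probe so polarization drops; 0% = enzyme with DMSO and 100% = wells lacking pPAFAH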
# Active calls of the source: *; · = no result given. This is a subset; the hit share may differ from the screen's.
SMILES,PAFAH1B3 inh,ZTA DNA inh,PAFAH1B2 inh,EBNA-1 inh,PAFAH2 FP inh,PREPL inhibitor,LYPLA1 inh,LYPLA2 counter,pPAFAH inh
O=C(O)c1cnn2c(C(F)F)cc(C(F)F)nc12,1,20,-3,-2,-7,4,0,0,4
C=CCn1c(SCCOc2ccc(OC)cc2)nnc1C(NC(=O)c1ccc(OC)cc1)C(C)C (configuration not stated),10,-2,3,4,1,11,1,4,5
N#Cc1nc(-c2cccs2)oc1NCCN1CCOCC1,1,-15,3,-1,3,5,6,7,5
O=C(/C=C/c1ccc(Cl)cc1)NC(=S)NN1CCCCC1c1cccnc1 (configuration not stated),·,-4,·,-8,·,11,-1,1,-1
Cc1cc(Nc2ccc(N(C)C)cc2)n2ncnc2n1,9,-7,-1,-10,-8,9,-2,1,1
O=C(O)CCN1C(=O)c2ccc(NC(=O)CSCc3ccccc3)cc2C1=O,0,-22,0,-12,3,-7,0,-2,-3
COC(=O)CN(C#N)c1nc(OC)nc(N(C)C)n1,1,8,6,-1,4,0,2,4,2
Cc1cc(S(=O)(=O)NCc2ccco2)c(C)cc1Cl,11,-9,11,-2,5,-9,-1,-3,7
C[C@H]1[C@@H](OC(=O)CCC(=O)O)O[C@@H]2OC3(C)CC[C@H]4[C@H](C)CC[C@@H]1[C@@]24OO3,·,-4,·,-2,·,-1,-4,-1,5
CC(C)CNS(=O)(=O)c1ccc(CCC(=O)NCc2ccco2)cc1,4,-10,3,13,10,0,5,8,20
Cc1ccc(-c2nc(C#N)c(NCC3CCCO3)o2)cc1 (configuration not stated),7,0,2,-4,-3,4,-3,-7,5
CC[C@@]1(C(=O)OC)N[C@H](CN(C)S(=O)(=O)c2ccc(C(C)(C)C)cc2)[C@@H]2C(=O)N(C)C(=O)[C@@H]21,5,·,4,·,-3,5,·,·,0
CCCC(c1nnnn1Cc1ccc2c(c1)OCO2)N1CCC(C(N)=O)CC1 (configuration not stated),7,-4,-4,-14,2,14,3,1,-2
COc1cccc(OC)c1C(=O)Nc1nc2ccc([N+](=O)[O-])cc2s1,-6,6,0,-2,8,-3,-1,5,6
COc1ccccc1C1(CCNS(=O)(=O)c2ccc(C)cc2)CCOC(C(C)C)C1 (configuration not stated),1,-21,2,2,3,-10,-1,1,3
CC(=O)Nc1ccc2nc(-c3ccncc3)[nH]c2c1,4,3,4,3,0,-5,0,-6,1
Cn1c(=O)c(C(=O)NNC(=O)c2ccc(Br)cc2)c(O)c2ccccc21,-4,11,-1,3,-7,8,-2,-1,3
CC(C)(C)c1ccc(C(=O)NNC(=O)C(=O)N2CCCCC2)cc1,-6,6,1,1,-6,8,-1,0,11
O=C(CCc1ccccc1)Nc1cccc(-c2nnc(-c3ccco3)o2)c1,-4,-9,-1,6,-8,-16,-2,2,3
COc1ccccc1Nc1cc(C(=O)NC2CCCC2)c2ccccc2n1,8,5,6,-5,2,8,-2,-4,-1
O=[N+]([O-])c1ccc(N2CCN(S(=O)(=O)c3ccccc3)CC2)cc1NCc1ccco1,·,-13,·,-1,·,-2,5,11,0
COc1ccc(NS(=O)(=O)c2c(F)cccc2F)cc1S(=O)(=O)N1CCOCC1,5,6,3,·,7,4,-4,-3,12
Cc1cc(C)cc(NC(=O)N2CCN(S(C)(=O)=O)CC2)c1,0,3,4,-9,-2,10,-3,-4,0
CSc1nc2ccc(NS(=O)(=O)c3cccc(Cl)c3Cl)cc2s1,-7,-1,5,-2,19,-23,-5,-3,17

# Seven entries drawn at random from those above:
SMILES,PAFAH1B3 inh,ZTA DNA inh,PAFAH1B2 inh,EBNA-1 inh,PAFAH2 FP inh,PREPL inhibitor,LYPLA1 inh,LYPLA2 counter,pPAFAH inh
CSc1nc2ccc(NS(=O)(=O)c3cccc(Cl)c3Cl)cc2s1,-7,-1,5,-2,19,-23,-5,-3,17
COc1ccccc1Nc1cc(C(=O)NC2CCCC2)c2ccccc2n1,8,5,6,-5,2,8,-2,-4,-1
COc1ccc(NS(=O)(=O)c2c(F)cccc2F)cc1S(=O)(=O)N1CCOCC1,5,6,3,·,7,4,-4,-3,12
Cn1c(=O)c(C(=O)NNC(=O)c2ccc(Br)cc2)c(O)c2ccccc21,-4,11,-1,3,-7,8,-2,-1,3
CCCC(c1nnnn1Cc1ccc2c(c1)OCO2)N1CCC(C(N)=O)CC1 (configuration not stated),7,-4,-4,-14,2,14,3,1,-2
Cc1cc(C)cc(NC(=O)N2CCN(S(C)(=O)=O)CC2)c1,0,3,4,-9,-2,10,-3,-4,0
CC(=O)Nc1ccc2nc(-c3ccncc3)[nH]c2c1,4,3,4,3,0,-5,0,-6,1

# (list continues)
SMILES,PAFAH1B3 inh,ZTA DNA inh,PAFAH1B2 inh,EBNA-1 inh,PAFAH2 FP inh,PREPL inhibitor,LYPLA1 inh,LYPLA2 counter,pPAFAH inh
CC(C)CCn1c(N)c(S(=O)(=O)c2cccs2)c2nc3ccccc3nc21,8,-11,1,-1,-3,-2,-15,-28,-8
CCNCCNC(=O)c1c(O)c2cccc3c2n(c1=O)CCC3,2,11,-2,4,-2,4,0,-4,6
COC(=O)[C@H](Cc1ccccc1)NC(=O)O[C@@H]1C(=O)c2cc(Br)ccc2O[C@H]1c1cccc(OC)c1,·,-31,·,0,·,0,-3,-7,8
CC1=C(C(=O)OCCOC(C)C)C(c2cc3c(cc2Br)OCO3)C2=C(CCCC2=O)N1 (configuration not stated),6,7,-4,-6,-2,8,2,4,0
COc1ccc(NC(=O)Cn2nc(C)c3ccccc3c2=O)cc1,10,8,-1,8,11,-4,1,-2,1
COc1ccc(-c2cc(C(F)(F)F)n3ncc(C(=O)NCC4CCCO4)c3n2)cc1OC (configuration not stated),5,-7,3,-7,3,-6,-3,-4,0
CC(C)c1ccc(CC(C)C2C3=C(CCCC3=O)OC3=C2C(=O)CCC3)cc1 (configuration not stated),-5,-2,-2,6,4,13,0,-1,4
Cc1nnsc1SCCNC(=O)c1c(F)cccc1F,3,-8,-2,-2,10,19,-1,-4,3
Cc1cccc(NC(=S)NCCSc2ccc(Cl)cc2)c1,-4,-16,28*,-3,3,-4,-10,-12,4
Fc1ccc(Cn2nnnc2C(c2cccs2)N2CCN(C3CCCCC3)CC2)cc1 (configuration not stated),9,15,6,12,4,13,0,0,1
Cc1ccccc1-n1nnnc1SCC(=O)Nc1ccc(N2CCN(C)CC2)cc1,19,-11,6,5,3,19,-1,6,4
CCCCn1c(N)c(N(CCOC)C(=O)C2CCN(S(=O)(=O)c3ccc(C)c(C)c3)CC2)c(=O)[nH]c1=O,8,8,-1,5,8,-8,-1,2,1

# PAFAH1B2 inh: entries above that show a hit
SMILES	PAFAH1B3 inh	PAFAH1B2 inh	EBNA-1 inh	PAFAH2 FP inh	PREPL inhibitor	pPAFAH inh
Cc1cccc(NC(=S)NCCSc2ccc(Cl)cc2)c1	-4	28*	-3	3	-4	4

# Next part
SMILES,PAFAH1B3 inh,ZTA DNA inh,PAFAH1B2 inh,EBNA-1 inh,PAFAH2 FP inh,PREPL inhibitor,LYPLA1 inh,LYPLA2 counter,pPAFAH inh
CS(=O)(=O)N1CCN(C(=O)c2ccc(-c3ccccc3)cc2)CC1,5,6,5,-7,1,-7,3,2,5
O=S(=O)(Nc1ccc(-c2ccc3nncn3n2)cc1)c1ccccc1F,4,-9,3,-14,4,5,3,5,2
Cc1nc(-c2cccnc2)sc1C(=O)N/N=C/c1ccccc1Cl,·,6,·,-7,·,16,-2,3,-3
CN(C)S(=O)(=O)N1CCC(CO)(Cc2cccc(C(F)(F)F)c2)CC1,5,0,4,1,3,9,4,5,-2
CCC(C)NC(=O)c1cc2cc3ccc(OC)cc3nc2o1 (configuration not stated),-6,-3,-1,-16,6,-1,2,-1,-1
CCOC(=O)CC1COCCN1Cc1cn[nH]c1-c1ccc2c(c1)OCO2 (configuration not stated),6,14,3,-8,3,8,2,8,0
C=CCNc1scc(-c2ccccc2)[n+]1CC=C,5,4,3,0,8,3,-1,5,0
N#CCCn1cc(C(=O)Nc2cccc(C(=O)O)c2)c(-c2ccc(Cl)cc2)n1,-6,12,-7,8,-3,-8,-1,-3,-1
COC(=O)CSc1nc(NC#N)nc(NC(C)C)n1,1,-9,8,-9,-3,-1,0,0,2
CCCCN(C(=O)c1c(-c2ccccc2)noc1C)c1c(N)n(CCC)c(=O)[nH]c1=O,5,·,4,·,4,2,·,·,1
COc1ccc(OC)c(Nc2ncnc3c2cnn3-c2cccc(C)c2)c1,9,7,1,-6,11,26,-2,2,5
O=C(N1CCCCCC1)N1CCN(S(=O)(=O)c2ccccc2)CC1,-7,9,2,5,4,3,-4,-2,4

# One compound at a time, from the list above.
# Shown for COc1ccc(NC(=O)Cn2nc(C)c3ccccc3c2=O)cc1 → PAFAH1B3 inh: 10; ZTA DNA inh: 8; PAFAH1B2 inh: -1; EBNA-1 inh: 8; PAFAH2 FP inh: 11; PREPL inhibitor: -4; LYPLA1 inh: 1; LYPLA2 counter: -2; pPAFAH inh: 1
# Shown for Cc1cc(C)cc(NC(=O)N2CCN(S(C)(=O)=O)CC2)c1 → PAFAH1B3 inh: 0; ZTA DNA inh: 3; PAFAH1B2 inh: 4; EBNA-1 inh: -9; PAFAH2 FP inh: -2; PREPL inhibitor: 10; LYPLA1 inh: -3; LYPLA2 counter: -4; pPAFAH inh: 0

# Next section
SMILES,PAFAH1B3 inh,ZTA DNA inh,PAFAH1B2 inh,EBNA-1 inh,PAFAH2 FP inh,PREPL inhibitor,LYPLA1 inh,LYPLA2 counter,pPAFAH inh
COc1ccccc1NC(=O)Nc1ncccc1C,1,-9,6,-3,-5,-1,0,1,2
O=C(O)c1ccccc1SCC(=O)N1CCc2ccccc21,13,-11,3,-2,0,-4,2,-3,-3
Cc1cccc(NC(=O)CN2C(=O)COc3ccc(Cl)cc32)c1,-1,-15,5,3,10,0,-2,40*,-2
O=C1N=C(N2CCC(Cc3ccccc3)CC2)S/C1=C/c1cn[nH]c1-c1ccccc1,13,0,0,5,-5,-34,-22,-31,-10
CN(C)CCCN(CCCN(C)C)C(=S)Nc1ccc(S(=O)(=O)N2CCOCC2)cc1,-5,-7,4,-18,-6,4,1,8,1
CC(=O)Nc1ccc(S(=O)(=O)N(C)S(=O)(=O)c2ccc(F)cc2)cc1,2,12,5,17,-13,-9,1,7,5
O=c1oc2ccccc2c(Nc2ccccc2)c1[N+](=O)[O-],6,11,0,12,3,1,3,6,7
COc1ccc(S(=O)(=O)N2CCCC2CNC(=O)C(=O)Nc2cccc(F)c2)cc1 (configuration not stated),3,-4,0,4,5,5,-4,5,4
Cc1cccc2c(=O)c(C(=O)NCc3ccc(F)cc3)c[nH]c12,-4,9,0,-4,2,-10,-1,0,1
O=C(C1CC1)N1CCC(Oc2cccc(C(=O)N3CCCCC3CCO)c2)CC1 (configuration not stated),11,7,6,-9,1,1,-5,-5,6

# Bioassay records from PubChem.
